From PubChem
CCT modulator: cytosolic chaperonin activity modulation. purified chaperonin ATPase assay, HTRF ADP detection, 30 min. activity change, % (no concentration beside the values), hits read low. hit rate 0.3% among 360,000. AID 651819; in the data active means activity change below about -30%; further: on the % scale 0 is the no-effect control and ±100 the full control effect
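ATPase activity: ADP formed was measured by HTRF Transcreener (665/615 nm ratio) after 30 min at 37 deg C with 10 uM ATP. Compounds screened at one 76 uM concentration against 40 or 20 nM TRiC in Tris pH 7.4/KCl/MgCl2/DTT buffer.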
TGFb SMAD3 inh: blocks TGF-b signaling. AID 588855. Potency, µM (series often up to 46.1 µM), for inactives: at the highest dose activity, negative = inhibition, usual class: inhibitors. hit rate 1.2% among 410,000. HepG2 CAGA-GFP TGF-b/SMAD3 reporter, GFP fluorescence, 18 h; TGF-beta stimulated, 500 pg/mL final; further: potency means the concentration at half of the fitted maximal effect; on the % scale 0 is the no-effect control and ±100 the full control effect; nearly all actives have a fitted effect of over 65% in size
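Smad-responsive CAGA-GFP expression was quantified in HEPG2 cells exposed to compounds and 500 pg/mL final TGF-beta for 18 h at 37 degrees C; unstimulated wells defined full inhibition.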
A549 tox: counter-screen for Nrf2 inhibitors: cytotoxicity in A549 cells. AID 504648. hit rate 0.16% among 390,000. A549 ARE-Fluc cells, CellTiter-Fluor viability, 18-24 h. Potency, µM (highest dose often 46 µM), for the others: at the highest dose activity change, negative = cytotoxicity, actives largely listed as inhibitors; further: potency means the concentration at half of the fitted maximal effect; on the % scale 0 is the no-effect control and ±100 the full control effect
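A549 ARE_Fluc cells in 5% FBS OPTI-MEM were exposed to compounds in concentration-response for 18-24 h at 37 deg C. Viability was read by CellTiter-Fluor fluorescence (Ex 405/Em 525) after 30 min, before the luciferase read.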
EPAC2 ag: activates human EPAC2 exchange factor; Q8WZA2; Potency, µM (doses to about 154 µM), without a hit: at the highest dose activation, hits mostly activators; EPAC2 activation, biochemical qHTS; response scale: 100% = 6.5 mM cAMP response; hit rate 0.079% among 360,000; further: potency means the concentration at half of the fitted maximal effect; nearly all actives have a fitted effect of over 50% in size
Target sequence (Q8WZA2 whole entry, looked up): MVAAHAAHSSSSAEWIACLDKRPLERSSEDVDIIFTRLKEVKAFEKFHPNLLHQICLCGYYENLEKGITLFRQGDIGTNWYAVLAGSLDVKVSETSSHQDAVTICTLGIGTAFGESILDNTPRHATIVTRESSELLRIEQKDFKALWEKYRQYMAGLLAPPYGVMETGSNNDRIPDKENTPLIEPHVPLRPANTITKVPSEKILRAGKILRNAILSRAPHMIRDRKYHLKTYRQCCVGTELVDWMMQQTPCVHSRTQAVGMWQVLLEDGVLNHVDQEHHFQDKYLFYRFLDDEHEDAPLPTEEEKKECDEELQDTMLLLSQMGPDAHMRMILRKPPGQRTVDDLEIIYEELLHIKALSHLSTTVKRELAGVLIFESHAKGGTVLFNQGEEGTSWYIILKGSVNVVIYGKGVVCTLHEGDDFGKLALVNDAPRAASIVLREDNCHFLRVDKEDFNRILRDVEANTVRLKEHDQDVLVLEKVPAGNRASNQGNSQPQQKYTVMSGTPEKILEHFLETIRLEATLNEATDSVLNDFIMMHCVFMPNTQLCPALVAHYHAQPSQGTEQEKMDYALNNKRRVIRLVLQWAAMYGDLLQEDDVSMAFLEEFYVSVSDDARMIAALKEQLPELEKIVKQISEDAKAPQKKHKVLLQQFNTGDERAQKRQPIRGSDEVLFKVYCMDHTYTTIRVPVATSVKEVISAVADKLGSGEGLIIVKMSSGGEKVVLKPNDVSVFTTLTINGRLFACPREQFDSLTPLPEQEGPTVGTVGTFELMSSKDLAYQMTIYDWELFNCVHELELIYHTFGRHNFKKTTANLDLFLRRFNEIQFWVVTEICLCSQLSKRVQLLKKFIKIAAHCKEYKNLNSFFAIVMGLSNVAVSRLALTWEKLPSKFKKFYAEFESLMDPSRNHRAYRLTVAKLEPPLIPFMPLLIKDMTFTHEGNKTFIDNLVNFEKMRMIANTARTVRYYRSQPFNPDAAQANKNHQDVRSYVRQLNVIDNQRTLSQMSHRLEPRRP
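qHTS, titration series. 100 nM EPAC2 / 250 nM Rap1B-BODIPY-GDP / 50 uM GDP; RT; ex 480/em 540 nm, 5-min reads to 30 min. Norm. to 6.5 mM cAMP = activation.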
Nrf2 block: blocks Nrf2 signaling; A549 ARE-Fluc reporter, luciferase luminescence, 18-24 h; Potency, µM (highest dose often 46 µM), for the others: at the highest dose activity change, negative = inhibition, most hits filed as inhibitors; hit rate 2.1% among 360,000; AID 504444; further: potency means the concentration at half of the fitted maximal effect; on the % scale 0 is the no-effect control and ±100 the full control effect; nearly all actives have a fitted effect of over 60% in size
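Cells were seeded and rested 2 h, then exposed to compounds for 18-24 h. CellTiter-Fluor was read first as a viability measure. BugLite was added 15 min before the final luminescent read of ARE-luciferase activity in A549 cells.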
EPAC2 antagonist: EPAC2 (human) antagonism | AID 720708 | Potency, µM (doses to about 114 µM), without a hit: at the highest dose activity, negative = inhibition, actives largely listed as inhibitors | Q8WZA2 | EPAC2 GEF exchange of Rap1B-BODIPY-GDP, fluorescence | hit rate 0.18% among 360,000; further: potency means the concentration at half of the fitted maximal effect; on the % scale 0 is the no-effect control and ±100 the full control effect; nearly all actives have a fitted effect of over 45% in size; many of its hits are not listed in these tables
MmCpn inh: M. maripaludis TRiC chaperonin inhibition; AID 504842; hit rate 0.031% among 330,000; Potency, µM (top dose mostly 76.9 µM), for the others: top-dose activity, negative = inhibition, most hits filed as inhibitors; purified Mm-Cpn ATPase, ADP Transcreener TR-FRET; further: potency means the concentration at half of the fitted maximal effect; on the % scale 0 is the no-effect control and ±100 the full control effect; nearly all actives have a fitted effect of over 80% in size
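ATP (10 uM final) was added to archaeal chaperonin (25 nM final) after 10 min exposure to test compound at 37°C; after 30 min further incubation, ADP was detected by competitive TR-FRET.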
pAkt inh: inhibitors of Akt phosphorylation; hit rate 0.32% among 360,000; Neuro2A IGF-stimulated pAkt S473 HTRF, 20 min; active compounds read low; activity change, % for hits at 50 µM; in the data active means activity change below about -80%; inconclusive means mostly about -51% to -80%; further: on the % scale 0 is the no-effect control and ±100 the full control effect
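Neuro2A cells (4,500/well, DMEM with 0.5% FBS) were treated with compound at a single 50 µM final concentration, stimulated with 6 nM IGF for 20 min at 37 °C, and lysed. Phospho-Akt Ser473 was read by HTRF as 665/615 ratio ×10^4.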
Nrf2 activator: Nrf2 pathway activation; AREc32 ARE-luciferase reporter (MCF7-derived line), luminescence, 24 h; Potency, µM (highest dose often 46.1 µM), for inactives: top-dose activation, usual class: activators; hit rate 0.31% among 410,000; further: potency means the concentration at half of the fitted maximal effect; % of control where 0% means no effect; nearly all actives have a fitted effect of over 65% in size
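AREc32_Fluc, 1000 cells/well, OPTI-MEM + 5% FBS, o/n 37 deg C 5% CO2; 23 nL cpd by pin tool, 24 hr; Steady-Glo 30 min RT, luminescence.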
* hit, by the source's call; i = inactive; ? = inconclusive; nt = no result given; [ ] = another dose, or the depositor's remark. Unless noted, the call rests on the fitted dose curve; in most records, active means well fitted curve in the direction sought with a large enough effect; inconclusive means small, poorly fitted or top-dose-only effect, or another doubt; inactive means no such curve, though single readings can be large; an effect the other way counts as inactive or inconclusive. The list is partial; count on the stated rates, not on these rows.

molecule	CCT modulator	TGFb SMAD3 inh	A549 tox	EPAC2 ag	Nrf2 block	EPAC2 antagonist	MmCpn inh	pAkt inh	Nrf2 activator
Cc1cc(C(=O)OCC(=O)Nc2cccc(F)c2)c(C)n1C1CC1	-0.7	-5%	-7%	10%	-42%	-1%	1%	i	0.2%
OC(c1ccncc1)(c1ccc(F)cc1)c1ccc(F)cc1	1.7	-6%	-1%	-7%	17%	-3%	-2%	i	-0.6%
COc1ccc(Cn2c(N)c(C(=O)NCc3ccco3)c3nc4ccccc4nc32)cc1OC	2.2	16µM*	?	14%	?	13%	-5%	i	-0.1%
C=CCn1c(O)c(C(C)=NC2CCN(Cc3ccccc3)CC2)c(=O)[nH]c1=O	-0.7	2%	3%	7%	0%	0%	1%	i	0.1%
CCN(CC)CCN=Cc1c(O)n(CCc2ccccc2)c(=O)[nH]c1=O	0.8	?	2%	9%	-1%	3%	-2%	i	0.1%
O=[N+]([O-])c1ccc(S(=O)(=O)NCC(c2ccco2)N2CCc3ccccc3C2)cc1 (stereo unspecified)	3.4	?	-2%	18%	2%	-13%	1%	i	0.4%
Oc1ccccc1CN(CCc1ccccc1)Cc1ccccc1	-1.1	?	-4%	6%	6%	?	-2%	i	2.2%
COc1cc(OC)c(OC)cc1/C=C1\C(=O)NC(=O)N(Cc2ccccc2)C1=O	0.0	1%	-10%	2%	2%	13%	3%	i	0.0%
C=CCOC(=O)N1Cc2ccccc2-n2nncc2C1	-1.7	-1%	nt	14%	nt	9%	nt	i	2.0%
CC(=NC1CCN(Cc2ccccc2)CC1)c1c(O)n(C)c(=O)n(C)c1=O	1.3	3%	2%	6%	4%	12%	0%	i	-0.4%
CC(C)CCN1CCN(Cc2c(F)cccc2Cl)CC1CCO (stereo unspecified)	-1.1	19%	11%	8%	14%	1%	-6%	i	0.1%
CCOP(=O)(Cc1ccc(C(=O)CC)o1)OCC	0.2	9%	2%	8%	-4%	3%	2%	i	0.2%
C[C@]12CCC3C(CC[C@H]4C[C@@H](O)CC[C@]34C)C1CC[C@@H]2OC(=O)[C@H](N)CCCCN (stereo partly specified)	-0.2	-2%	9%	3%	1%	0%	-1%	i	4.2%
N#Cc1ccccc1Cn1cc(C(=O)c2cccs2)c2ccccc21	-1.4	-2%	-2%	-3%	?	21%	-10%	i	0.5%
COc1ccc(CC(C)NCCC(c2ccccc2)c2ccccc2)cc1 (stereo unspecified)	0.1	?	12%	7%	4%	1%	-29%	i	-3.5%
Cc1cccc(N2C(=O)NC(=O)/C(=C\c3cnn(-c4ccccc4)c3)C2=O)c1	1.4	?	-3%	4%	nt	4%	2%	i	4.3%
N#Cc1c(/N=C/c2c(O)n(Cc3ccco3)c(=O)[nH]c2=O)sc2c1CCCC2	-5.7	18%	7%	5%	7%	-5%	?	i	4.8%
O=c1c2ccccc2nc(-c2ccco2)n1-c1nccs1	-2.6	4%	?	7%	?	-2%	-9%	i	6.7%
Oc1ccc2ccccc2c1CN1CC=C(c2ccccc2)CC1	-3.1	5%	-2%	-3%	15%	2%	1%	i	3.6%
COC(=O)C1=C(c2ccc(OCc3ccccc3)cc2)C[C@@H]2CC[C@H]1N2C(=O)NCc1cccc(C(F)(F)F)c1	-1.9	11%	-13%	4%	?	-1%	1%	i	5.0%
COc1ccc(NC(c2ccccc2F)P(=O)(Oc2ccccc2)Oc2ccccc2)cc1 (stereo unspecified)	-2.5	-21%	1%	9%	-18%	-6%	0%	i	3.0%
c1ccc(C2CN3CCC2CC3)cc1 (stereo unspecified)	3.1	0%	0%	2%	15%	-4%	0%	i	0.2%
Cc1ccccc1NC(=S)NC(NC(=O)CF)C(Cl)(Cl)Cl (stereo unspecified)	0.5	-26%	1%	-3%	-6%	2%	1%	i	2.0%
CC(=O)Nc1cccc(-c2ccnc3c2CC(C(=O)NCc2ccco2)O3)c1 (stereo unspecified)	1.8	3%	nt	2%	nt	0%	nt	i	-0.8%[9.22 µM]
COc1ccc(OC)c(-n2c(O)c(/C=C3\C=Nc4ccccc43)c(=O)[nH]c2=O)c1	0.2	?	-7%	2%	?	14%	-1%	i	8.3%
Cc1c2cnn(CC(=O)N3CCC4(CC3)OCCO4)c(=O)c2c(C)n1Cc1ccccc1Cl	0.8	12%	-6%	8%	-12%	0%	-4%	i	-0.1%
CCOC(=O)C1C2c3ccccc3O[C@@]1(C)N=C1SCC(=O)N12 (stereo partly specified)	-3.1	-1%	-3%	15%	2%	-1%	2%	i	-0.5%
COc1ccc(Oc2c(C)oc3cc(OC(=O)N(C)C)ccc3c2=O)cc1	-0.9	4%	-2%	14%	-14%	-3%	2%	i	-0.4%
CC1=C(C(=O)Nc2ccccc2)S(=O)(=O)CCO1	-3.7	5%	-15%	12%	-17%	-3%	-1%	i	?
CC(Cc1ccccc1)NC(=O)/C=C/c1ccc(Cl)cc1 (stereo unspecified)	1.1	-3%	1%	-1%	14%	-1%	1%	i	1.7%
CC1=C(C)CC2(CC1)C(=O)NC(=O)NC2=O	-0.3	-7%	-4%	5%	-5%	8%	nt	i	-0.2%
COC(=O)C1=C(c2c(C)noc2C)C[C@@H]2CC[C@H]1N2C(=O)NCCOc1ccc(OC)cc1	-1.8	1%	0%	7%	1%	5%	1%	i	-0.7%
CCN(CC)C(=O)c1ccc(NC(=O)CCn2nc(-c3ccc(Cl)cc3)c3ccccc3c2=O)cc1	nt	?	-15%	nt	26µM*	nt	nt	nt	-0.6%
Cc1oc(/N=C/c2ccc3c(c2)OCO3)c(C#N)c1C	0.5	-29%	12%	-3%	?	16%	2%	i	0.4%
Cn1c(=O)oc2cc(S(=O)(=O)NCC3CCCO3)ccc21 (stereo unspecified)	0.3	10%	?	5%	-2%	-4%[57.1 µM]	nt	i	-0.5%
C=C1C(O)(c2ccccc2)C2CC[N+]1(C)CC2 (stereo unspecified)	0.0	0%	14%	4%	-7%	6%	3%	i	-0.2%

Ordered by heavy-atom count (low to high): some entries from above.
molecule	CCT modulator	TGFb SMAD3 inh	A549 tox	EPAC2 ag	Nrf2 block	EPAC2 antagonist	MmCpn inh	pAkt inh	Nrf2 activator
OC(c1ccncc1)(c1ccc(F)cc1)c1ccc(F)cc1	1.7	-6%	-1%	-7%	17%	-3%	-2%	i	-0.6%
N#Cc1ccccc1Cn1cc(C(=O)c2cccs2)c2ccccc21	-1.4	-2%	-2%	-3%	?	21%	-10%	i	0.5%
COc1ccc(Cn2c(N)c(C(=O)NCc3ccco3)c3nc4ccccc4nc32)cc1OC	2.2	16µM*	?	14%	?	13%	-5%	i	-0.1%

The list continues:
molecule	CCT modulator	TGFb SMAD3 inh	A549 tox	EPAC2 ag	Nrf2 block	EPAC2 antagonist	MmCpn inh	pAkt inh	Nrf2 activator
Fc1cccc(F)c1-c1nc(-c2ccc(Cl)cc2)no1	0.9	29%	-9%	8%	391%	-13%	0%	i	?
Cc1ccc(Sc2ccc(C=C3C(=O)N(C)C(=O)N(C)C3=O)o2)cc1	-1.6	8%	5%	7%	1%	-2%	-8%	i	-0.8%
c1ccc(NC2=Nc3ccccc3CC2)cc1	-1.0	-6%	-1%	-82%[inhibitor][15.6 µM]	?	-5%	-8%	nt	2.9%
O=c1c2ccccc2nc(-c2ccccc2Cl)n1-c1ccc(O)cc1	-5.5	?	-20%	13%	-11%	3%	1%	i	-1.6%
C=CCn1c(C2CC2)n[nH]c1=S	-0.3	0%	?	-1%	?	2%	0%	i	-2.0%
O=c1[nH]c(SCc2n[nH]c(=S)n2-c2ccccc2)nc2ccccc12	-2.1	13%	6%	0%	nt	-1%	1%	i	0.5%
CNC(=O)O/N=C(\N)Cc1csc2ccccc12	1.1	10%	-2%	12%	3%	-3%	2%	i	10%
CC(C)(C)n1ncc2c(=O)n(Cc3cccc(Cn4cnc5c(cnn5C(C)(C)C)c4=O)c3F)cnc21	nt	?	?	-5%	5.2µM*	-4%	-3%	nt	3.2%
CCC(C)n1c(O)c(/C=N/N2CCOCC2)c(=O)[nH]c1=S (stereo unspecified)	0.8	20%	0%	7%	1%	13%	-1%	i	0.0%
CN(C)c1ccc(Cc2ccc(N(C)C)cc2)cc1	1.9	-3%	2%	0%	?	-4%	nt	i	3.1%
C/C(Cl)=C/CC1(CN2CCCC2=O)C(=O)NC(=O)NC1=O	-0.3	-4%	-13%	3%	9%	3%	1%	i	-0.4%
C=C1N2CCC(CC2)C1(O)c1ccc(C)cc1 (stereo unspecified)	0.6	1%	-2%	0%	1%	-1%	0%	i	-0.8%
Cc1cccc(C)c1-n1nnnc1C(C1CC1)N1CCC2(CC1)C(=O)NCN2c1ccccc1 (stereo unspecified)	-1.2	?	nt	14%	nt	-13%	nt	i	-0.2%
CN(CC=CCN(C)P(=S)(N1CC1)N1CC1)P(=S)(N1CC1)N1CC1	-3.3	9%	-7%	8%	?	8%	nt	i	-0.5%
CCN(CC)c1ccc(/C=C2\C(=O)NC(=S)N(C)C2=O)o1	-7.3	41%[activator]	?	23%	?	-25%	-3%	i	2.4%
CC(C)N1C(=O)/C(=C/C=C/c2ccco2)C(=O)N(Cc2ccco2)C1=O	1.1	13%	3%	9%	9%	-2%	-1%	i	?
